# MrgX1 ag: agonists of human MrgX1 receptor, primary screen, HEK293 cells, Fluo-4 calcium flux. Mas-related G-protein coupled receptor member X1 (Homo sapiens), Q96LB2. Fluo-4 calcium fluorescence, agonist mode; stronger effect = higher value. 310,000 compounds, 0.44% hits. B-score at 10 µM;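 active means calcium response B-score plate-corrected fluorescence ratio at least 3 library SD, with starting fluorescence B-score inside 5 SD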
#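 System – MrgX1-expressing HEK293 cells · Incubation – cells plated overnight, dye loaded 0.5 h 37 °C, 0.5 h room temperature · Technique – kinetic Fluo-4 NW fluorescence of intracellular calcium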
# MrgX1 allo act: positive allosteric modulators of MrgX1, primary screen, HEK293 cells, Fluo-4 calcium flux; AID 588675, 2011; FDSS; stronger effect = higher value; B-score at 10 µM; 310,000 compounds, 0.63% hits;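 active means plate-corrected calcium response at least 3 library SD above typical, normal starting fluorescence, not activating the receptor alone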;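 further: compound read alongside a low EC10 to EC30 dose of BAM8-22 agonist; peak minus trough fluorescence over baseline measured at the second addition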
# TRPC4 inh: inhibitors of mouse TRPC4 channel, primary screen, Fluo4 calcium, HEK293 TRPC4beta/mu-opioid cells | B-score at 10 µM | 300,000 compounds, 0.39% hits | Short transient receptor potential channel 4 (Mus musculus), Q9QUQ5 | AID 2247, 2010 | DAMGO-evoked Fluo4 calcium flux; stronger effect = lower value;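 active means B-score over 3 SD under the library average, no early fluorescence shift, positive overall ratio signal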
# Target sequence (Q9QUQ5 whole entry, looked up): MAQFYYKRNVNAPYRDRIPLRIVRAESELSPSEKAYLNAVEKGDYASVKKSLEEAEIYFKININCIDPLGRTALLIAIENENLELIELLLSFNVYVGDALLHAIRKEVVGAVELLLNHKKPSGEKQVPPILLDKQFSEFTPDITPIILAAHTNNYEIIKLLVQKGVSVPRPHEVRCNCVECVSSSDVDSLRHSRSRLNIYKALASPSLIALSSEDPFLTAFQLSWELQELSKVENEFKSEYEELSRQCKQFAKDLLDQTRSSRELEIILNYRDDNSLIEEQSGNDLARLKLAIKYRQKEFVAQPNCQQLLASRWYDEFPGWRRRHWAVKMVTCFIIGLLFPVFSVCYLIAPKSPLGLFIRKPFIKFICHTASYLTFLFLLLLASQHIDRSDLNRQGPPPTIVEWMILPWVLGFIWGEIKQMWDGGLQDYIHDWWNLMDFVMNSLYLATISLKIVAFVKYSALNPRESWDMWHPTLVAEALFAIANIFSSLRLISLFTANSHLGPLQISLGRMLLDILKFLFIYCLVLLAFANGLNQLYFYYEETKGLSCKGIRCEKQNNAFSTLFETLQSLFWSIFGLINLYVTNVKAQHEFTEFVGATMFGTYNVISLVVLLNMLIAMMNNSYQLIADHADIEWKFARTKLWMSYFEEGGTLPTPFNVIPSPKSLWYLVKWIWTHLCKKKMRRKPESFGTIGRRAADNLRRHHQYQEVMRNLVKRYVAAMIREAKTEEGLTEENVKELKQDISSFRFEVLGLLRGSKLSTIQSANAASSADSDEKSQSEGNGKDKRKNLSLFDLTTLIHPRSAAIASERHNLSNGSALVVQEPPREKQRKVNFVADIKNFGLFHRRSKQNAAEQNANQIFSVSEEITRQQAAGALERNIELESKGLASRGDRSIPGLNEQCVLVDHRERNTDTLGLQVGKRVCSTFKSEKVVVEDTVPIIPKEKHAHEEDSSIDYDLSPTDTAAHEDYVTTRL
#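 material = TRPC4beta/mu-opioid receptor HEK293 cell line | probe or stimulus = sequential submaximal and maximal DAMGO stimulation | compound dosing = one concentration per compound | measured by = Fluo4 Ca2+ flux fluorescence | evaluation = integrated fluorescence ratio relative to baseline, converted to per-well B score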
# PolyA inhibitor: polyadenylation inhibitors in yeast reporter cells, primary screen, luminescence, S. cerevisiae. S. cerevisiae SKY197-pL101 polyadenylation reporter, beta-gal luminescence; efflux-impaired pdr1/pdr3 knockout yeast; score 100 = 6 SD above DMSO. calls only at 12 µM. 300,000 compounds, 0.02% hits. AID 1875, 2009;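 active means lowest replicate activity score at least 50, where 100 means six control SD above control mean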;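 further: yeast exposed to compound for 9 h at 30 °C; higher score means more reporter readthrough which indicates perturbed polyadenylation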
# AI-2 QS mod: Vibrio harveyi AI-2 quorum sensing modulators, primary screen, JMH597 strain, luminescence/OD600 ratio; 300,000 compounds, 0.4% hits; activity change, % at 7.5 µM; Vibrio harveyi JMH597 AI-2 luminescence/OD600 ratio, 9 h; stronger effect = lower value; strain lacks LuxN and CqsS sensors; 0 = neutral-control median; AID 2094, 2009; in the data active means activity change below about -75%, passing the limit was not always enough;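 further: luminescence divided by OD600 gain over 9 h not by final OD600 alone; inactives centre near 13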
# TRPC4 agonist: activators of mouse TRPC4 channel, primary screen, Fluo4 calcium, HEK293 TRPC4beta/mu-opioid cells; Short transient receptor potential channel 4 (Mus musculus), Q9QUQ5; Fluo4 calcium fluorescence; stronger effect = higher value; B-score at 10 µM; 310,000 compounds, 0.49% hits;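 active means B-score above 5 SD of library B-scores, and initial fluorescence ratio not above library mean plus 5 SD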;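 further: positive B-score marks a calcium rise read as TRPC4 activation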
#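 Assay system: HEK293 stable line with TRPC4beta plus mu-opioid receptor; schedule: 45 min room-temperature Fluo4 loading, 110 s read; technique: kinetic Fluo4 calcium fluorescence; evaluation: integrated baseline-normalised fluorescence ratio, converted to per-well B score; controls: buffer (low) and maximal DAMGO (high)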
# TRPC6 inhibitor: mouse TRPC6 channel inhibitors, primary screen, cell-based, HEK293, membrane potential dye; B-score at 10 µM; 310,000 compounds, 1.1% hits; ACh-evoked depolarization; stronger effect = lower value; AID 2553, 2010;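 active means B-score under library mean minus 3 SD, initial fluorescence not abnormally high, positive integrated signal ratio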;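 further: B-score derived from integrated fluorescence ratio over the kinetic read; more negative B-score means stronger inhibition of depolarization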
# HIF activator: HIF pathway transcriptional activators, primary screen, cell-based, U2OS HRE-luciferase, luminescence; U2OS HRE-luciferase reporter; normalized: DMSO 0%, desferrioxamine 100%; activation, % at 7.5 µM (by protocol); 300,000 compounds, 0.32% hits; AID 1910, 2009;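 active means mean activation of at least 10% of the iron chelator positive control signal, with at least half of replicates also reaching 10%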
# TRPC6 activator: mouse TRPC6 channel activators, primary screen, cell-based, HEK293, membrane potential dye | B-score at 10 µM | AID 2550, 2010 | 310,000 compounds, 0.13% hits | HEK293-TRPC6 membrane potential dye fluorescence; stronger effect = higher value | Short transient receptor potential channel 6 (Mus musculus), Q61143;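 active means B-score of the integrated fluorescence ratio above library mean plus 3 SD, and starting fluorescence ratio within library mean plus 5 SD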;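 further: higher score means more depolarization so channel activation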
# MrgX1 antagonist: antagonists of human MrgX1 receptor, primary screen, HEK293 cells, Fluo-4 calcium flux. Mas-related G-protein coupled receptor member X1 (Homo sapiens), Q96LB2. BAM8-22 antagonism; stronger effect = lower value. B-score at 10 µM. 310,000 compounds, 1.3% hits;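 active means calcium-response B-score plate-corrected more than 3 library SD below zero, starting fluorescence within 5 deviations, no agonist response on first addition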;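 further: peak minus trough fluorescence over baseline after final BAM8-22 challenge near maximal dose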
# TRPC4 potent: positive allosteric modulators of TRPC4, primary screen, cell-based, mouse TRPC4beta, HEK293 mu-opioid, Fluo-4 calcium | B-score at 10 µM | AID 2227, 2009 | DAMGO EC20, Fluo-4 Ca2+ flux; stronger effect = higher value | 310,000 compounds, 0.42% hits;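 active means B-score of calcium response area above 5 SD of library B-scores, with initial fluorescence ratio within 5 SD of library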;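 further: B-score of integrated fluorescence ratio over time as area under calcium response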
# Starred values were filed as active, the others as inactive; i = inactive; . = not tested or not shown.
SMILES,MrgX1 ag,MrgX1 allo act,TRPC4 inh,PolyA inhibitor,AI-2 QS mod,TRPC4 agonist,TRPC6 inhibitor,HIF activator,TRPC6 activator,MrgX1 antagonist,TRPC4 potent
Cc1ccc(C(=O)OCN2C(=O)c3ccccc3C2=O)o1,i,i,i,i,33,i,i,-0.6,i,i,i
CNc1nnc(-c2ccc(OC)cc2)s1,i,i,i,i,18,i,i,-0.9,i,i,i
COc1ccc2cc(C3c4cc(OC)c(OC)cc4CCN3C(=O)c3ccco3)c(=O)[nH]c2c1 (stereo not given),i,i,i,i,33,i,i,-0.3,i,i,i
O=c1[nH]c(Nc2ccc(F)cc2)cc2ccccc12,i,i,i,i,30,i,i,0.7,i,i,i
CCCCn1c(=N)n(CC(=O)c2ccc([N+](=O)[O-])cc2)c2ccccc21,i,i,i,i,17,i,i,-0.3,i,i,i
COc1ccc(CCNC(=O)COc2ccc(S(=O)(=O)N3CCOCC3)cc2C)cc1,i,i,i,i,20,i,i,-0.5,i,i,i
N#CC1=C(N)Oc2c(sc3ccccc23)C1c1ccco1 (stereo not given),i,i,i,i,8,i,i,1.3,i,-4.6*,i
CCN(CC)C(=O)CSC1=Nc2ccccc2C2=NC(Cc3c[nH]c4ccccc34)C(=O)N12 (stereo not given),i,i,i,i,49,i,i,-1.1,i,i,i
O=S(=O)(NCc1ccccn1)c1ccc(F)cc1,i,i,i,i,19,i,i,-0.7,i,i,i
CCSc1nc(-c2ccccc2)c(C#N)c(=O)[nH]1,i,i,i,i,34,i,i,-0.4,i,i,i
O=C(N/N=C/c1ccc(O)cc1)c1cc(-c2ccccc2)nc2ccccc12,i,i,i,i,9,i,i,0.3,i,i,i
Cc1cc(C(F)(F)F)nn1Cc1n[nH]c(=S)n1Cc1ccccc1,i,i,i,i,10,i,i,0.1,i,i,i

# Of the compounds above, these contain fluorine.
SMILES,MrgX1 ag,MrgX1 allo act,TRPC4 inh,PolyA inhibitor,AI-2 QS mod,TRPC4 agonist,TRPC6 inhibitor,HIF activator,TRPC6 activator,MrgX1 antagonist,TRPC4 potent
O=c1[nH]c(Nc2ccc(F)cc2)cc2ccccc12,i,i,i,i,30,i,i,0.7,i,i,i
O=S(=O)(NCc1ccccn1)c1ccc(F)cc1,i,i,i,i,19,i,i,-0.7,i,i,i
Cc1cc(C(F)(F)F)nn1Cc1n[nH]c(=S)n1Cc1ccccc1,i,i,i,i,10,i,i,0.1,i,i,i

# Carrying on:
SMILES,MrgX1 ag,MrgX1 allo act,TRPC4 inh,PolyA inhibitor,AI-2 QS mod,TRPC4 agonist,TRPC6 inhibitor,HIF activator,TRPC6 activator,MrgX1 antagonist,TRPC4 potent
CCC(C)[C@H]1CNCCN1CCc1cc(C(F)(F)F)cc(C(F)(F)F)c1 (stereo not given in full),i,i,i,i,26,i,-7.2*,-0.5,i,i,i
O=C(O)C1C2C=CC3(CN(CC(O)COc4ccccc4)C(=O)C13)O2 (stereo not given),i,i,i,i,27,i,i,-12,i,i,i
C=CCNS(=O)(=O)c1cccc2cc(C(=O)O)c(O)cc12,i,i,i,i,21,i,i,0.7,i,i,i
CN1C(=O)N(C)C2(c3ccccc3)Nn3c(s/c(=C/c4ccco4)c3=O)=NC12c1ccccc1 (stereo not given),i,i,i,i,14,i,i,.,i,i,i
CCC(C)N=CC1=C(O)C(C(=O)OC)C(C)(C)CC1=O (stereo not given),i,i,i,i,-10,i,i,-0.6,i,i,i
CC(=O)NC1=NN(C(C)=O)C(c2cccc([N+](=O)[O-])c2)S1 (stereo not given),i,i,i,i,24,i,i,-0.6,i,i,i
COc1ccc(C2C(C(=O)c3cccs3)=C(O)C(=O)N2CCN2CCOCC2)c(OC)c1 (stereo not given),i,i,i,i,14,i,i,-1.6,i,i,i
C=CCn1c(SCC(=O)N2CC(=O)Nc3ccccc32)nc2scc(-c3cccs3)c2c1=O,i,i,i,i,2,i,i,0.1,i,i,i
Cc1ccc(SCC(=O)N(C)C2CCS(=O)(=O)C2)cc1 (stereo not given),i,i,i,i,7,i,i,-0.1,i,i,i
COc1ccc(C(=O)/C=C/N2CCCCC2)cc1OC,i,i,i,i,15,i,i,-0.4,i,i,i
Cc1cc(C(=O)NC2CCCN(Cc3ccc(Cl)cc3)C2)no1 (stereo not given),i,i,i,.,32,i,i,-0.7,i,i,i
COc1ccc(OCc2cc(C(=O)N3CCOCC3)no2)c(Cl)c1,i,i,i,i,-6,i,i,1.1,i,i,i
COc1cccc(CNC(=O)CCC2CCCN(Cc3cc4ccccc4o3)C2)c1 (stereo not given),i,i,i,i,16,i,i,0.0,i,i,i
CC1(C)CC(=O)N(c2ccc(C#N)cc2)C(=O)C1,i,i,i,i,4,i,i,-0.7,i,i,i
COC(=O)c1c(NC(=O)Cc2cccs2)sc(C(=O)N2CCCCC2)c1C,i,i,i,i,5,i,i,-0.9,i,i,i
COc1cccc(N2CC(=O)N(NC(=O)CSc3nc(C)cc(C)c3C#N)CC2=O)c1,i,i,i,i,11,i,i,-0.7,i,i,i
CN(C1CCS(=O)(=O)C1)S(=O)(=O)c1ccccc1 (stereo not given),i,i,i,i,32,i,i,-0.3,i,i,i
CC(C)CCNC(=O)c1cccc(S(=O)(=O)N2CCc3ccccc32)c1,i,i,i,i,-5,i,i,1.0,i,i,i
Cc1ccc(NC(=O)CSc2nccn2C)cc1S(=O)(=O)N1CCOCC1,i,i,i,i,13,i,i,0.0,i,i,i
O=C(COc1ccc2ccc(=O)oc2c1)Nc1c(Cl)cccc1C(F)(F)F,i,i,i,i,5,i,i,0.0,i,i,i
O=C(Cc1ccc(Cl)cc1)NNC(=S)NC(=O)c1cccnc1,i,i,i,i,-88*,i,i,0.3,i,i,i
Cc1cccc(NC(=O)c2cc3n(n2)C(C(F)(F)F)CC(C2CC2)N3)c1C (stereo not given),i,i,i,i,21,i,i,0.3,i,i,i
CCCCC(=O)Nc1cccc(NC(=O)CC)c1,i,i,i,i,7,i,i,-0.3,i,i,i
O=C(O)[C@@H]1CCCN1S(=O)(=O)c1cccc(S(=O)(=O)N2CCC[C@H]2C(=O)O)c1,i,i,i,i,8,i,i,0.1,i,i,i
COC(=O)c1ccc(N)c(CS(=O)(=O)c2ccc(Cl)cc2)c1,i,i,i,i,22,i,i,-2.3,i,i,i
CCOC(=O)c1ccc(Nc2cc3ccccc3c(=O)[nH]2)cc1,i,i,i,i,8,i,i,-0.1,i,i,i
COc1ccc(NS(=O)(=O)c2cc(NC(=O)c3cnccn3)ccc2OC)cc1Br,i,i,i,i,6,i,i,-0.5,i,i,i
CC(=O)OC1C2CCC1C([N+]1(C)CCCCC1)CC2 (stereo not given),i,i,i,i,1,i,i,-0.5,i,i,i
Nc1c([N+](=O)[O-])cc(-c2cnc[nH]2)cc1[N+](=O)[O-],i,i,i,i,27,i,i,-1.0,i,i,i
CCC1CCCCN1CCCNC(=O)CSc1nc2nc(C)c(Cc3ccc(C)cc3)c(C)n2n1 (stereo not given),i,i,i,i,28,i,i,-0.1,i,i,i
CCc1cc(-c2[nH]ncc2-c2ccc([N+](=O)[O-])cc2)c(O)cc1OC,i,26*,i,i,80,i,i,-0.5,i,i,i
COc1cccc(Nc2nc3ccc(C(=O)c4ccccc4)cc3n3cnnc23)c1,i,i,i,i,13,i,i,0.0,i,i,i
COCCNc1nc(N)c([N+](=O)[O-])c(N2CCCCCC2)n1,i,i,i,i,10,i,i,0.6,i,i,i
Cc1c(C)c2c(OCC(=O)N3CCC(C(=O)O)CC3)cc3c(c2oc1=O)CCC(C)(C)O3,i,i,i,i,19,i,i,0.1,i,i,i
Cc1ccc(NC(=O)Cn2nc(C(F)(F)F)c3c2CCC3)cc1,i,i,i,i,24,i,i,-5.4,i,i,i
CC(C)N(CCNC(=O)c1ccc(CS(=O)(=O)c2c(Cl)cccc2Cl)o1)Cc1ccccc1,i,i,i,i,12,i,i,-0.2,i,i,i
COc1ccc(NC(=O)N2CCCC(C(=O)NCCc3ccccc3)C2)cc1 (stereo not given),i,i,i,i,-5,i,i,0.5,i,i,i
COc1ccc(N2CCN(C(=O)Cc3ccc(C)cc3)CC2)cc1,i,i,i,i,25,i,i,0.3,i,i,i
Cc1ccc(S(=O)(=O)Nc2ccc(C(=O)N3CCCC3)cc2)c(C)c1NS(C)(=O)=O,i,i,i,i,.,i,i,-0.3,i,i,i
COc1cc(CN2CCN(S(=O)(=O)c3ccccc3)CC2)cc(OC)c1OC,i,i,i,i,39,i,i,0.6,i,i,i
Cc1onc(-c2ccccc2)c1C(=O)NCc1cccs1,i,i,i,i,33,i,i,-24,i,i,i
CCSc1nc2c(c(=O)[nH]c(=O)n2C)n1C,i,i,i,i,20,i,i,0.1,i,i,i
Cc1ccc(C)c(CN2C(=O)C3CCCN3c3ccc(S(=O)(=O)N4CCOCC4)cc32)c1 (stereo not given),i,i,i,i,15,i,i,-0.4,i,i,i
CC(C)(C)C(=O)N1CCN(c2ccc([N+](=O)[O-])c(NCc3cccnc3)c2)CC1,i,i,i,i,-3,i,i,-0.5,i,i,i
CCOC(=O)C(C)N1N=C(/C=C/c2ccc(C)cc2)CCC1=O (stereo not given),i,i,i,i,15,i,i,0.3,i,i,i

# Source: PubChem (several laboratories)

# A portion of the library, so the mix of outcomes need not match the whole.
